Screening results deposited in PubChem BioAssay by National Center for Advancing Translational Sciences (NCATS).
NPC1 prom act = qHTS Assay for NPC1 Promoter Activators. Huh7 NPC1 promoter luciferase reporter, 24 h. 320,000 tested, 2.4% active. Potency, µM (doses to about 9.22 µM), without a hit: at the highest dose activation, usual class: activators. AID 485313, 2010;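 also: potency is read from the fitted curve at half-maximal effect; % of control where 0% means no effect; nearly all actives have a fitted effect of over 60% in size; reporter is driven by a mutant NPC1 promoter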
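Luminescence read-out of NPC1 promoter-driven luciferase in stably transfected Huh7 cells; compounds delivered in DMSO and left 24 h at 37C, 5% CO2, qHTS titration format.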
FBPA coupling cs = qHTS Assay for Inhibitors of Fructose-1,6-bisphosphate Aldolase from Giardia Lamblia: Coupling assay counterscreen. coupling enzyme system counterscreen, AmpLite Red fluorescence. activity change, negative = inhibition, % at 58.2 µM, hits read low. 290,000 tested, 0.67% active; in the data active = activity change below about -30%; also: % is scaled to controls: 0 for no effect and ±100 for the full control effect
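First, compound is pin-transferred into glyceraldehyde-3-phosphate coupling-enzyme reagent at 57.5 uM final and held 10 min at RT. Next, substrate, coupling system and AmpLite Red are added. After 20 min RT, fluorescence (525/598 nm) is read.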
uPA surface inh = qHTS for Inhibitors of Cell Surface uPA Generation; cell surface uPA generation assay, qHTS; Potency, µM (titrated, usually from 38.3 µM), for the others: at the highest dose activity change, negative = inhibition, actives largely listed as inhibitors; 330,000 tested, 0.31% active; active = well fitted inhibition curve with a large enough effect; inconclusive = small, poorly fitted or top-dose-only effect; inactive = no such curve, though single readings can be large or run the other way; tested in mouse RAW 264.7 cells; also: potency is read from the fitted curve at half-maximal effect; % is scaled to controls: 0 for no effect and ±100 for the full control effect; nearly all actives have a fitted effect of over 55% in size
KCNH2 3.1 block = qHTS for Inhibitors of KCHN2 3.1: Mutant qHTS; AID 720553, 2013; U2OS KCNH2 3.1, thallium flux FluxOr; hits give low values; activity change, % (tested at about 1.8 µM); 340,000 tested, 0.95% active;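 active = maximum activity change below -70%; inconclusive = maximum activity change from -70% to -50%; inactive = maximum activity change above -50%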;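 also: thallium influx rate constant from kinetic fluorescence after stimulation buffer; % is scaled to controls: 0 for no effect and ±100 for the full control effect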
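Thallium flux via FluxOr fluorescence (Red40 quencher, 45 min loading) in U2OS cells virally expressing the KCNH2 3.1 isoform (1.77 x 10^8 /mL virus, overnight at 37 C). Rate constants from 2-min kinetic reads post-stimulation, normalised to positive and negative controls.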
ELG1 genotox = qHTS screen for small molecules that induce genotoxicity in human embryonic kidney (HEK293T) cells expressing luciferase-tagged ELG1; AID 504466, 2011; 330,000 tested, 1.3% active; HEK293T ELG1-luciferase reporter, luminescence, 16 h; Potency, µM (top dose mostly 46 µM), inactives show at the top dose activity change, positive = activation, usual class: activators; also: potency is read from the fitted curve at half-maximal effect; % of control where 0% means no effect; nearly all actives have a fitted effect of over 60% in size
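Step 1: seed 2,000 HEK293T ELG1-luciferase cells per well. Step 2: add compound or DMSO, incubate 16 hr at 37 °C. Step 3: ONE-Glo, 30 min at room temperature, read luminescence.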
Gal4-VP16 FLuc = VP16 counterscreen qHTS for inhibitors of ROR gamma transcriptional activity | Drosophila S2 Gal4-VP16 UAS-luciferase, luminescence, 20 h | Potency, µM (doses to about 53.6 µM), for the others: top-dose activity, negative = inhibition, usual class: inhibitors | 310,000 tested, 3.5% active | AID 2546, 2010;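 also: Gal4-VP16 expression switched on by copper sulfate through the metallothionein promoter; potency is read from the fitted curve at half-maximal effect; % is scaled to controls: 0 for no effect and ±100 for the full control effect; nearly all actives have a fitted effect of over 50% in size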
FLuc modulator = qHTS profiling assay for firefly luciferase inhibitor/activator using purifed enzyme and Km concentrations of substrates (counterscreen for miR-21 project); Luciferin 4-monooxygenase (Photinus pyralis), P08659; purified FLuc, Km substrates, luminescence inhibition; Potency, µM (doses to about 57.5 µM), inactives show at the highest dose activity change, negative = inhibition, actives largely listed as inhibitors; 360,000 tested, 6.9% active;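 also: potency is read from the fitted curve at half-maximal effect; plate controls were vehicle for no effect and reference inhibitor for full effect; nearly all actives have a fitted effect of over 55% in size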
Target sequence (P08659 whole entry, looked up): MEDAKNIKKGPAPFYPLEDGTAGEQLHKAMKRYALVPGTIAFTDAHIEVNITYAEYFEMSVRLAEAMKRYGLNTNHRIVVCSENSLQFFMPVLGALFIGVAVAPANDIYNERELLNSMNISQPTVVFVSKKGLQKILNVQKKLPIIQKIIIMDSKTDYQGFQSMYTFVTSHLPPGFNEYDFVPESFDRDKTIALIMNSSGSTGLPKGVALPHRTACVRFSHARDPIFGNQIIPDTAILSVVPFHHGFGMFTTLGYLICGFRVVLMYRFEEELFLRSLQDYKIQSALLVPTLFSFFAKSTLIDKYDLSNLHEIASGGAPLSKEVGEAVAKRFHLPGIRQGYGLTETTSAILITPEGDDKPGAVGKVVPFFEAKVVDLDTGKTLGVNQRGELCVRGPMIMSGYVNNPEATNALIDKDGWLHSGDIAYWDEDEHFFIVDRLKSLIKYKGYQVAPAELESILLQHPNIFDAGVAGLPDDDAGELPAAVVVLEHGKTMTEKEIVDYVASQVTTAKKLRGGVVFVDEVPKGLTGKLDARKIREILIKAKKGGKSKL
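Purified P. pyralis luciferase (10nM final) with 10uM D-luciferin and 10uM ATP (Km levels) in 50mM Tris acetate pH 7.5, 10mM Mg acetate, 0.01% Tween-20, 0.05% BSA; qHTS 6-point titration, ~60 µM downward; luminescence read.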
Tb PFK block = qHTS Assay to Find Inhibitors of T. brucei phosphofructokinase; T. brucei PFK, ADP-Glo luminescence; Potency, µM (titrated, usually from 57.5 µM), for inactives: at the top dose activity, negative = inhibition, actives largely listed as inhibitors; 330,000 tested, 0.17% active; AID 485367, 2010;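 also: potency is read from the fitted curve at half-maximal effect; 0% = uninhibited 1x PFK enzyme wells and -100% = no-enzyme wells; nearly all actives have a fitted effect of over 60% in size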
Target sequence (O15648 whole entry, looked up): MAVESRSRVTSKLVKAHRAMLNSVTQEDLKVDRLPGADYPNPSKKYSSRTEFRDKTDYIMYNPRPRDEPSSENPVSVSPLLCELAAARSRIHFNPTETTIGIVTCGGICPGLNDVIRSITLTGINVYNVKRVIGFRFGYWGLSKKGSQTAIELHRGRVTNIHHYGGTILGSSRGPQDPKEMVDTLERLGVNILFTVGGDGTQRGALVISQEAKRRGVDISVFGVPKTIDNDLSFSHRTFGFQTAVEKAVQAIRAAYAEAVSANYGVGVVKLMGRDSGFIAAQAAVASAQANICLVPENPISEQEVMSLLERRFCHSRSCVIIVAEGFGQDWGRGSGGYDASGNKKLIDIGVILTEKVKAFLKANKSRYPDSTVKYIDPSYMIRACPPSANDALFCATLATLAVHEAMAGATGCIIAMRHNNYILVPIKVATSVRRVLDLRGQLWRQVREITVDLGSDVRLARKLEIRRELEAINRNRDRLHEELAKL
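1.25 nM PFK with 0.5 mM F6P and 0.1 mM ATP in 0.1 M TEA pH 8.0, 5 mM MgCl2, incubated 45 min at room temperature; ADP measured by ADP-Glo luminescence; compounds titrated up to 57 uM.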
RORgamma inh = qHTS for inhibitors of ROR gamma transcriptional activity | 310,000 tested, 5.4% active | Nuclear receptor ROR-gamma (Mus musculus), P51450 | AID 2551, 2010 | Drosophila S2 Gal4-RORgamma UAS-luciferase reporter, 20 h | Potency, µM (top dose mostly 53.6 µM), for the others: at the top dose activity change, negative = inhibition, actives largely listed as inhibitors; also: potency is read from the fitted curve at half-maximal effect; % is scaled to controls: 0 for no effect and ±100 for the full control effect; nearly all actives have a fitted effect of over 60% in size
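Luminescence from a UAS-regulated Photinus luciferase reporter in stably transfected Drosophila Schneider cells is measured; decreased signal marks ROR gamma inhibition. Fusion expression is induced by 700 uM copper sulfate for 20 hr.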
Giardia killer = Small Molecules that selectively kill Giardia lamblia: qHTS | Giardia lamblia trophozoite viability | activity change, % at 7.66 µM, hits read low | 340,000 tested, 0.15% active | AID 540267, 2011; in the data active = activity change below about -80%; inconclusive = between about -30% and that limit;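 also: parasites exposed to compound for two days anaerobically before the ATP read; % is scaled to controls: 0 for no effect and ±100 for the full control effect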
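Killing of trophozoites was scored by loss of ATP luminescence after a 48 hrs anaerobic exposure to compounds at 37 deg C, using 100 cells per well.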
Rab9 promoter act = qHTS Assay for Rab9 Promoter Activators | Huh7 Rab9 promoter-luciferase reporter, luminescence, 24 h | Potency, µM (titrated, usually from 9.22 µM), without a hit: at the highest dose activation, negative = inhibition, actives largely listed as activators | 320,000 tested, 2.8% active | AID 485297, 2010; also: potency is read from the fitted curve at half-maximal effect; % of control where 0% means no effect; nearly all actives have a fitted effect of over 60% in size
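Cells were plated at 1500 per well in reduced-serum medium with 10% FBS and left 2 h. Compound in DMSO was then added for 24 h at 37 °C. Reporter signal was read by luminescence after 10 min with luciferase detection reagent.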
The depositor's hits bear a star; ? = inconclusive; nt = not tested or not shown; [ ] = dose if it differs, or a comment. Unless noted, calls follow the shape of the dose curve; as a rule, active = well fitted curve in the direction sought with a large enough effect; inconclusive = small, poorly fitted or top-dose-only effect, or another doubt; inactive = no such curve, though single readings can be large; an effect the other way counts as inactive or inconclusive.

SMILES	NPC1 prom act	FBPA coupling cs	uPA surface inh	KCNH2 3.1 block	ELG1 genotox	Gal4-VP16 FLuc	FLuc modulator	Tb PFK block	RORgamma inh	Giardia killer	Rab9 promoter act
Cn1cnnc1Sc1ccc(C(=O)OCC(=O)Nc2ccccc2)cc1[N+](=O)[O-]	-2%	0	5%	-11	0%	-14%	-6%	0%	-13%[10 µM]	-22	1%
O=C(N/N=C/c1cccc(F)c1)c1csc2c1CCCC2	1µM*	-13	-6%	6	?	?	4.8µM*	-2%	?	-2	1.3µM*
O=C(NCCCn1ccnc1)c1cn(-c2ccccc2)nc1-c1ccccc1	nt	0	-10%	-14	nt	-5%	12µM*	nt	5%	-5	nt
CCCc1c(O)nc(SC2CC(=O)N(c3cc(OC)ccc3OC)C2=O)[nH]c1=O (centres undefined)	-3%	4	-1%	-10	4%	9%	7%	3%	-10%	6	-2%
CC1CCCCN1S(=O)(=O)c1ccc(C(=O)Nc2ccccc2-c2nc3ccccc3[nH]2)cc1 (centres undefined)	-8%	-3	-3%	4	-13%	4%	8%	-1%	-10%	-12	-3%
Cc1occc1-c1nnc(SCC(=O)N(C)c2ccccc2)o1	-4%	nt	2%	7	3%	nt	1%	2%	nt	-1	-3%
O=C1CCN(CCc2ccccc2)CCN1CCOc1ccccc1	6%	-1	4%	-32	3%	8%	-6%	-1%	?	14	10%
O=C(NCc1ccc2c(c1)OCO2)C1CCCN1S(=O)(=O)c1ccc(F)cc1 (centres undefined)	3%	1	8%	5	0%	-4%	0%	0%	25%	-2	-3%
CCC(C)NC(=O)c1cn(CC)c2cc(N3CCN(C)CC3)c(F)cc2c1=O (centres undefined)	-2%	2	7%	20	0%	-3%	2%	-3%	-1%	22	-1%
COc1cc(C(=O)OCC(=O)NCc2ccco2)cc(OC)c1OC	2%	3	-1%	-4	0%	-3%	0%	-23%	14%[10 µM]	17	-8%
O=S(=O)(c1cnc[nH]1)N1CCCCCC1	-4%	-4	-5%	-2	2%	-3%	-1%	1%	1%	5	0%
FC(F)Oc1ccc(/C=N/N2CCCCC2)c(OC(F)F)c1	-2%	-4	nt	nt	3%	5%	-14%	-6%	?	nt	0%
O=C(O)c1ccc(NC(=S)NC2CCCCC2)cc1	-2%	-4	5%	4	1%	-10%	-3%	5%	-7%	6	-2%
CCCCn1c(NC(=O)c2ccccc2)nc2ccccc21	13%	-14	-7%	-2	-6%	2.2µM*	?	1%	1.1µM*	-2	21%
O=C(Cn1cnc2sc(-c3ccccc3)cc2c1=O)NCc1ccccc1	-18%	1	nt	6	?	1%	-20%	-3%	0%	17	-8%
Cc1ccc(NC(=O)C(C)OC(=O)c2ccc(Cl)nc2)cc1S(=O)(=O)N1CCOCC1 (centres undefined)	-2%	nt	-16%	7	-1%	nt	1%	-8%	nt	-3	-1%
COC(=O)c1ccc(OC)c(OC2CCCC2)c1	0%	1	-16%	7	0%	2%	-1%	1%	12%	?	-1%
CNC(=S)N1CCC(NC(=O)C23CC4CC(CC(C4)C2)C3)CC1	-5%	0	-6%	-11	1%	-7%	1%	4%	2%	-10	-12%
CNC(=O)CSc1nc2[nH]ncc2c(=O)[nH]1	-5%	0	?	-10	3%	-4%	-2%	-3%	-11%	3	-9%
CC1CCCN(C(=O)CN(c2ccccc2)S(=O)(=O)c2ccc(F)cc2)C1 (centres undefined)	1%	nt	6%	-7	-3%	nt	-1%	0%	nt	-19	2%
CC(C)NS(=O)(=O)c1ccc(CCC(=O)N2CCC(C(N)=O)CC2)cc1	-14%	-31*	11%	0	-9%	1%	?	0%	-6%	11	-5%
O=C(N/N=C/c1ccc(N2CCOCC2)s1)c1ccc(NS(=O)(=O)c2cccs2)cc1	9%	-3	6%	-3	1%	-24%	27µM*	-2%	-44%	-22	12%
Cc1n[nH]c(C)c1CS(=O)(=O)c1ccccc1	-3%	6	-6%	-2	0%	-2%	-1%	-2%	2%	1	1%
O=C1CCCN1CCC(=O)N1CCCC(CO)(Cc2ccccc2)C1 (centres undefined)	?	2	-1%	-20	8%[9.26 µM]	-6%	17µM*	-6%	?	-10	3.5µM*
O=C(CCCOc1ccc(Cl)cc1Cl)N1CCc2ccccc2C1	-3%	-5	3%	7	1%	?	-17%	2%	?	2	-8%
CCOc1ccc(NC(=O)C(=O)NCCN2CCN(C(=O)c3ccc(C)cc3)CC2)cc1	-4%	-2	-4%	-48	-28%	-4%	0%	0%	28%	6	-1%
Cc1csc(=O)n1CCC(=O)OCC(=O)NNC(=O)c1ccc(Cl)cc1	8%	nt	-3%	0	1%	nt	0%	-3%	nt	-2	1%
CCc1nnc(N/N=C/c2cc(Br)c(O)cc2O)n1N	1%	-12	-10%	10	-7%	11µM*	-17%	-13%	10µM*	-17	4%
COCCOC(=O)c1c(C)oc2ccc(NS(=O)(=O)c3ccc(C)cc3)cc12	-1%	1	18%	3	-4%	5%	0%	-1%	?	9	-6%
Cc1c(C(=O)N2CCN(S(C)(=O)=O)CC2)oc2ccccc12	-2%	1	nt	-17	?	4%	-2%	-2%	22%	-12	3%

Complete entries from above. Order of screens: NPC1 prom act	FBPA coupling cs	uPA surface inh	KCNH2 3.1 block	ELG1 genotox	Gal4-VP16 FLuc	FLuc modulator	Tb PFK block	RORgamma inh	Giardia killer	Rab9 promoter act
CNC(=O)CSc1nc2[nH]ncc2c(=O)[nH]1 across the screens: -5%	0	?	-10	3%	-4%	-2%	-3%	-11%	3	-9%
O=C(N/N=C/c1ccc(N2CCOCC2)s1)c1ccc(NS(=O)(=O)c2cccs2)cc1 across the screens: 9%	-3	6%	-3	1%	-24%	27µM*	-2%	-44%	-22	12%
Cc1c(C(=O)N2CCN(S(C)(=O)=O)CC2)oc2ccccc12 across the screens: -2%	1	nt	-17	?	4%	-2%	-2%	22%	-12	3%

(list continues)
SMILES	NPC1 prom act	FBPA coupling cs	uPA surface inh	KCNH2 3.1 block	ELG1 genotox	Gal4-VP16 FLuc	FLuc modulator	Tb PFK block	RORgamma inh	Giardia killer	Rab9 promoter act
COC(=O)C1=C(C)N(C)C(C)=C(C(=O)OC)C1c1ccc(Cl)cc1	-6%	1	-1%	-5	13%	14%	0%	0%	-25%	-13	-9%
C[C@@H]1CN([C@H](C)CO)C(=O)Cc2cc(NS(=O)(=O)c3cn(C)cn3)ccc2O[C@H]1CN(C)S(=O)(=O)c1ccc(Cl)cc1	nt	nt	1%	-4	2%	nt	nt	1%	nt	4	nt
Cc1cc(NC(=O)CSc2n[nH]c(CC(C)C)n2)no1	5%	9	-8%	5	3%	-8%	0%	-5%	1%	-9	0%
O=C(OCC(=O)N1CCc2ccccc2C1)c1cc(=O)[nH]c2ccccc12	11%	0	-6%	18	8%	25%	?	0%	6%	1	15%
COc1ccc(C(=O)NC2=C(C#N)CCC2)cc1OC	1%	2	-17%	1	-1%	17%	4%	0%	-25%	18	-3%
CC(C)(C)c1cc(N)on1	1%	0	24%	16	2%	-15%	-2%	-4%	3%	4	-3%
Cc1ccc(C(=O)CSC2=C(C#N)C(c3ccco3)CC(=O)N2)c(C)c1 (centres undefined)	0%	-6	nt	20	-1%	25%	-3%	-17%	9%	8	-2%
Cc1ccccc1CCNC(=O)Cn1nc(C)c2c(C)n(-c3ccccc3)nc2c1=O	2%	3	2%	-1	-3%	-13%	3%	3%	-20%	6	0%

3 entries already listed, arranged by heavy-atom count, ascending.
SMILES	NPC1 prom act	FBPA coupling cs	uPA surface inh	KCNH2 3.1 block	ELG1 genotox	Gal4-VP16 FLuc	FLuc modulator	Tb PFK block	RORgamma inh	Giardia killer	Rab9 promoter act
CC(C)(C)c1cc(N)on1	1%	0	24%	16	2%	-15%	-2%	-4%	3%	4	-3%
COC(=O)C1=C(C)N(C)C(C)=C(C(=O)OC)C1c1ccc(Cl)cc1	-6%	1	-1%	-5	13%	14%	0%	0%	-25%	-13	-9%
Cc1ccc(C(=O)CSC2=C(C#N)C(c3ccco3)CC(=O)N2)c(C)c1 (centres undefined)	0%	-6	nt	20	-1%	25%	-3%	-17%	9%	8	-2%
